CHRM4 antagonist = human M4 muscarinic receptor antagonists, primary screen, CHO cells, Fluo-8 calcium fluorescence; hit rate 0.73% among 360,000; CHO-hM4 cells, ACh EC80; inhibition, % at 3 µM;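 active means inhibition above its plate's cutoff, the mean inhibition of sample wells plus 3 SD, cut at about 27% in these data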;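 further: 0% = acetylcholine EC80 with DMSO and 100% = DMSO without agonist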
Target sequence (P08173 whole entry, looked up): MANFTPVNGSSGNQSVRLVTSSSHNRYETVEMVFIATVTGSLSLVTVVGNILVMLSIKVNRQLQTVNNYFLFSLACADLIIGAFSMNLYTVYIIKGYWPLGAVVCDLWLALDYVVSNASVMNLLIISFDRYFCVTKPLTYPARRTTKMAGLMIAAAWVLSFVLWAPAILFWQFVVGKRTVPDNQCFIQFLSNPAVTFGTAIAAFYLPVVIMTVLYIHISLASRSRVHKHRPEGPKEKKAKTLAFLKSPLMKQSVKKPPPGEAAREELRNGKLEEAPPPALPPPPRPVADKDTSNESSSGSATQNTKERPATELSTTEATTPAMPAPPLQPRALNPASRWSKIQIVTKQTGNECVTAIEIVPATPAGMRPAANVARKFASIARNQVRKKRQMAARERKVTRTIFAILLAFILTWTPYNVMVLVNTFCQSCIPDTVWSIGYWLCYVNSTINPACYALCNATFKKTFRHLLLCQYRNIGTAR
CHRM5 PAM = human M5 muscarinic receptor positive allosteric modulators, primary screen, CHO-K1 cells, Fluo-8 calcium fluorescence; Muscarinic acetylcholine receptor M5 (Homo sapiens), P08912; CHO-K1 hM5, ACh EC20 PAM; 0% = ACh EC20, 100% = ACh EC100; activation, % at 3 µM; hit rate 0.3% among 360,000;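 active means activation above the run cutoff, the mean activation of all test compounds plus 3 SD, cut at about 18% in these data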
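Assay system: CHO-K1 hM5 cells. Also added: acetylcholine at EC20 concentration, added after compound. Dosing: 3 µM, single dose. Times: compound preincubation 140 s before EC20 acetylcholine addition. Signal: Fluo-8 calcium fluorescence. Measure: % activation relative to EC20 and EC100 ACh responses. Repeats: singlicate, one well per test compound.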
CHRM1 PAM = human M1 muscarinic receptor positive allosteric modulators, primary screen, CHO-K1 cells, Fluo-8 calcium fluorescence, 1536-well. hit rate 0.088% among 360,000. CHO-K1 hM1, ACh EC20; 0% = ACh EC20, 100% = maximal ACh. activation, % at 3 µM. AID 588819, 2011. Muscarinic acetylcholine receptor M1 (Homo sapiens), P11229; in the data active means activation above about 19%, passing the limit was not always enough
Target sequence (P11229 whole entry, looked up): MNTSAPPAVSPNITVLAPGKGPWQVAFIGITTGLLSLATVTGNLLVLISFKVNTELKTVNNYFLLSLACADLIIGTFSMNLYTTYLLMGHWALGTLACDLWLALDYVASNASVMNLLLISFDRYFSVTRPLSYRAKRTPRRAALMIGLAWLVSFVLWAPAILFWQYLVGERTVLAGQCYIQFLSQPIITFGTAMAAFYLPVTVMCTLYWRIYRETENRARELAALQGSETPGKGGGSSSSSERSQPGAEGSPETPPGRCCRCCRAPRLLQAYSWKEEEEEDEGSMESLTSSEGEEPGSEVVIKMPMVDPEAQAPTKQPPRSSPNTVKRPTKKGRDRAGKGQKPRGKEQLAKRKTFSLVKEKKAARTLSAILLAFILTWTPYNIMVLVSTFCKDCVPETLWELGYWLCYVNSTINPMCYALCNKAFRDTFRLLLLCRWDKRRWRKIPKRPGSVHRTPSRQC
CRFR2-BP antag = antagonists of CRF-BP/CRF-R2 complex, primary screen, cell-based, HEK293, calcium dye fluorescence, uHTS; CRF-induced calcium fluorescence; inhibition, % at 11.8 µM; hit rate 0.59% among 350,000; AID 588475, 2011;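 active means inhibition of the ligand-induced calcium signal above about 50% at the single tested concentration, limit read from the data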
M5 antag = human M5 muscarinic receptor antagonists, primary screen, CHO cells, Fluo-8 calcium fluorescence; Muscarinic acetylcholine receptor M5 (Homo sapiens), P08912; CHO-hM5 cells, ACh EC80; inhibition, % at 3 µM; hit rate 0.59% among 360,000; AID 624040, 2012;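 active means inhibition above a per-plate cutoff, the mean of that plate's test compounds plus 3 SD, cut at about 27% in these data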;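 further: 0% = acetylcholine EC80 with DMSO and 100% = DMSO without agonist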
M4 PAM = human M4 muscarinic receptor positive allosteric modulators, primary screen, CHO-K1 cells, Fluo-8 calcium fluorescence; Muscarinic acetylcholine receptor M4 (Homo sapiens), P08173; CHO-K1 hM4/Gqi5, ACh EC20; 0% = ACh EC20, 100% = maximal ACh; activation, % at 3 µM; hit rate 0.4% among 360,000; AID 624126, 2012;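 active means activation above its plate's cutoff, the mean activation of sample wells plus 3 SD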; further: some results filed as inactive read as strong as hits
CHRM5 agonist = human M5 muscarinic receptor agonists, primary screen, CHO-K1 cells, Fluo-8 calcium fluorescence. Muscarinic acetylcholine receptor M5 (Homo sapiens), P08912. CHO-K1 hM5 cells; 0% DMSO wells, 100% maximal acetylcholine response. activation, % at 3 µM. hit rate 0.19% among 360,000. AID 624037, 2012;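 active means activation above the run's mean over test compounds plus 3 SD, cut at about 23% in these data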;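 further: signal is peak over basal fluorescence ratio across the kinetic read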
CHRM4 agonist = human M4 muscarinic receptor agonists, primary screen, CHO-K1 cells, Fluo-8 calcium fluorescence; Muscarinic acetylcholine receptor M4 (Homo sapiens), P08173; CHO-K1 hM4/Gqi5; vehicle 0%, full acetylcholine response 100%; activation, % at 3 µM; hit rate 0.14% among 360,000; AID 624127, 2012;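 active means activation above the run mean over all test wells plus 3 SD, cut at about 32% in these data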;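 further: peak over basal fluorescence ratio per well then scaled between controls; 0% = DMSO wells and 100% = acetylcholine at EC100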
CRFR2-BP ag = agonists of CRF-BP/CRF-R2 complex, primary screen, cell-based, HEK293, calcium dye fluorescence, uHTS; calcium dye fluorescence (FLIPR); percent of saturating CRF peptide response; hit rate 0.46% among 350,000; AID 588473, 2011; CRF-binding protein / CRF receptor 2 complex (human); activation, % at 13.2 µM;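 active means activation of at least 50%, plus an integration ratio under a set limit after plate pattern correction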;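 further: plate controls were neutral control wells without compound for no effect and CRF at EC100 for full effect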
Starred values were filed as active, the others as inactive; . = no result given. An unsorted share of the library. Share with any hit: about 2.6%.

CHRM4 antagonist	CHRM5 PAM	CHRM1 PAM	CRFR2-BP antag	M5 antag	M4 PAM	CHRM5 agonist	CHRM4 agonist	CRFR2-BP ag	SMILES
3	0	-1	0	-2	3	0	4	-0.6	COc1cc(S(=O)(=O)N(Cc2ccccn2)Cc2ccccc2Cl)ccc1-n1cnnn1
-5	-9	-6	2	14	-1	-2	11	-3.5	CCN(CC)C(=O)c1[nH]cnc1C(=O)N[C@@H](Cc1ccccc1)C(=O)OCc1ccccc1
-4	-5	8	-14	6	0	1	1	-3.9	COC(=O)c1ccc(CSc2nc(C)nc3sc(C)c(C)c23)o1
-6	-1	3	24	5	-3	-1	-1	-0.7	C/C(=N/NS(=O)(=O)c1ccc(C)cc1)c1c(O)c2ccccc2oc1=O
1	-7	3	9	2	-5	-1	4	-1.4	COc1ccc(CCc2nnc(CCC(=O)NCc3cnn(-c4ccccc4C)c3)o2)cc1
-13	-1	0	10	-6	-1	-7	6	-9.2	CSc1nc2ccc(NC(=O)c3cccs3)cc2s1
-6	-1	8	15	2	6	0	1	-2.1	Cc1cc(C)n2nc(CNS(=O)(=O)c3ccc(F)cc3)nc2n1
0	-3	-5	0	0	0	0	0	0.9	O=C(Nc1cccnc1)c1c(F)cccc1F
1	-2	1	6	1	14	-7	1	0.6	COc1ccccc1N1CCN(C2CCN(C(=O)c3cccc(F)c3)CC2)CC1
-14	-3	1	.	-7	-1	-2	-1	.	COc1ccccc1/C=C(/C(=O)OCC(=O)Nc1cc(C)ccc1C)c1ccccc1
-4	4	4	-13	-6	2	-1	0	0.4	COc1ccc(C(=O)NC(=S)NC2CCSC2=O)cc1 (stereo unspecified)
6	7	8	8	-12	-3	0	1	0.5	O=C(c1sc2cc([N+](=O)[O-])ccc2c1Cl)N1CCOCC1
-6	-1	.	.	2	7	0	-1	.	CCCCNC(=O)C1c2ccccc2OCC(=O)N1CCc1ccccc1 (stereo unspecified)
0	0	1	5	9	2	-7	2	0.9	CCc1ccc(-n2c(SCc3c(C)noc3C)nnc2-c2ccncc2)cc1
-9	-5	-4	-2	14	7	-4	0	0.9	Cc1cccc(N2CCCn3c2nc2c3c(=O)n(CCN3CCOCC3)c(=O)n2C)c1

3 of the compounds above, with bars between the fields:
Structure | CHRM4 antagonist | CHRM5 PAM | CHRM1 PAM | CRFR2-BP antag | M5 antag | M4 PAM | CHRM5 agonist | CHRM4 agonist | CRFR2-BP ag
COc1ccc(CCc2nnc(CCC(=O)NCc3cnn(-c4ccccc4C)c3)o2)cc1 | 1 | -7 | 3 | 9 | 2 | -5 | -1 | 4 | -1.4
CSc1nc2ccc(NC(=O)c3cccs3)cc2s1 | -13 | -1 | 0 | 10 | -6 | -1 | -7 | 6 | -9.2
Cc1cc(C)n2nc(CNS(=O)(=O)c3ccc(F)cc3)nc2n1 | -6 | -1 | 8 | 15 | 2 | 6 | 0 | 1 | -2.1

Next entries:
CHRM4 antagonist	CHRM5 PAM	CHRM1 PAM	CRFR2-BP antag	M5 antag	M4 PAM	CHRM5 agonist	CHRM4 agonist	CRFR2-BP ag	SMILES
-4	0	-1	10	-14	-7	8	10	-3.0	COc1ccc(NC(=O)c2cccc(NC(=O)c3ccco3)c2)c(OC)c1
-2	1	9	-6	6	4	1	0	0.3	CCc1sc(NS(C)(=O)=O)nc1-c1ccccc1
-5	3	9	15	0	14	-4	1	2.3	CCN1CCCC1CNC(=O)COc1cc(=O)n(C)c2ccccc12 (stereo unspecified)
9	-1	-5	-4	8	-3	-1	2	2.8	Cc1ccc(C2=Nc3ccccc3N=C(C(Cl)Cl)C2)cc1
-5	-1	6	8	12	2	0	0	-0.3	O=C(NCc1ccccn1)C(=O)Nc1nc(C23CC4CC(CC(C4)C2)C3)cs1
0	-2	4	-36	-3	0	2	5	-0.7	O=C(CCc1ccccc1)N/N=C/c1cc(Br)ccc1O
79*	1	12	18	9	-23	-4	1	0.7	O=c1[nH]c(C2CCN(S(=O)(=O)c3ccc4c(c3)OCCO4)CC2)nc2c1nnn2Cc1cccc(F)c1
6	-1	2	2	-2	3	2	1	8.0	COc1cccc(-c2ccc(-c3noc(-c4cccs4)n3)c(OC)n2)c1
8	4	2	2	6	-2	3	1	0.1	CSc1nnc(-c2ccc(NC(N)=S)cc2)o1
-3	5	-6	-34	3	5	-4	0	2.5	Clc1ccc(OCc2cn3cccnc3n2)c2ncccc12
4	-2	-3	3	0	1	0	0	-1.2	O=C1c2ccccc2C(=O)N1c1ccc(Cl)cn1
14	-8	-7	-62	13	-14	5	7	7.6	CC(Oc1ccc(Cl)cc1Cl)c1nc(-c2ccc(NC(=O)c3ccncc3)cc2)no1 (stereo unspecified)
-3	-1	.	.	10	3	2	3	.	CCCCOCCCNC(=O)C[C@@H]1C[C@@]2(C(=O)OC)CC(C)(C)CC=C2N(Cc2cccc3ccccc23)C1=O
2	-1	8	25	2	2	-3	-1	-0.4	O=C(CCc1nc2ccccc2s1)OCc1ccccc1
11	-1	-1	7	2	-6	-1	0	-4.4	CN(C)Cc1c(O)ccc2c(=O)c(-c3ccc(Cl)cc3)coc12

Next records follow.
CHRM4 antagonist	CHRM5 PAM	CHRM1 PAM	CRFR2-BP antag	M5 antag	M4 PAM	CHRM5 agonist	CHRM4 agonist	CRFR2-BP ag	SMILES
5	5	4	-37	-6	-2	3	0	1.6	CSc1nnc2c3cc(F)ccc3n(Cc3ccccc3)c2n1
6	-2	7	-4	-4	-4	-3	1	3.9	COc1cc(/C=N/Nc2ccc(C(F)(F)F)cn2)cc(OC)c1O
2	-3	8	1	2	-2	2	-1	-0.7	O=c1nc2n(c3ncccc13)CCC2
3	0	10	-2	3	5	-3	1	-0.5	CCOC(=O)c1cc(C)[nH]c(=O)c1C#N
-2	0	3	-10	-3	6	2	0	-3.5	Cc1cc(NC(=O)CSc2nc(C3CC3)nc3sc(C)c(C)c23)no1
-7	0	6	-9	0	4	-3	1	0.7	Cc1ccc(SCC(=O)NC2CC2)cc1
-1	4	6	-12	-5	8	-1	2	0.1	c1ccc(-c2ccc3c(c2)c2c4n3CCN=C4CCC2)cc1
-1	-7	1	-85	9	7	-14	9	2.1	CN(C)CCCNC(=O)/C=C/c1ccc(OCc2c(F)cccc2Cl)cc1
-5	-5	11	11	-14	4	-1	0	-0.1	NC(=O)C1CNc2ccccc2O1 (stereo unspecified)
14	2	4	-3	-4	-9	-3	1	-0.2	Cn1c(=O)c2c(nc(NCCCN3CCOCC3)n2Cc2ccc(Cl)cc2)n(C)c1=O
-5	-4	-1	-2	-6	-3	0	4	-0.6	Cc1ccc(C)c(N2CCN(C(=O)CCC(=O)Nc3nnc(C(F)(F)F)s3)CC2)c1
0	-13	4	-7	17	-4	6	9	-1.6	Cc1cccc(NC(=O)CSc2nc3sc(C)cc3c(=O)n2C)c1
-1	-6	4	-23	-1	2	0	1	0.7	COc1cc(C(=O)NC(=S)Nc2ccc3c(c2)C(=O)N(C)C3=O)cc(OC)c1OC
3	4	7	34	-1	-1	-2	0	-0.9	C=CCOc1nc2c(c(=O)n(Cc3ccc(Cl)cc3)c(=O)n2C)n1C
0	-3	2	3	3	-2	-2	-1	-0.3	Cn1c(/C(C#N)=C(\O)c2ccc(Cl)s2)nc2ccccc21

Three neighbouring compounds from above, for reference:
CHRM4 antagonist	CHRM5 PAM	CHRM1 PAM	CRFR2-BP antag	M5 antag	M4 PAM	CHRM5 agonist	CHRM4 agonist	CRFR2-BP ag	SMILES
-1	-6	4	-23	-1	2	0	1	0.7	COc1cc(C(=O)NC(=S)Nc2ccc3c(c2)C(=O)N(C)C3=O)cc(OC)c1OC
3	4	7	34	-1	-1	-2	0	-0.9	C=CCOc1nc2c(c(=O)n(Cc3ccc(Cl)cc3)c(=O)n2C)n1C
0	-3	2	3	3	-2	-2	-1	-0.3	Cn1c(/C(C#N)=C(\O)c2ccc(Cl)s2)nc2ccccc21

With a hit mark in CHRM4 antagonist, among the entries above:
CHRM4 antagonist	CHRM5 PAM	CHRM1 PAM	CRFR2-BP antag	M5 antag	M4 PAM	CHRM5 agonist	CHRM4 agonist	CRFR2-BP ag	SMILES
79*	1	12	18	9	-23	-4	1	0.7	O=c1[nH]c(C2CCN(S(=O)(=O)c3ccc4c(c3)OCCO4)CC2)nc2c1nnn2Cc1cccc(F)c1

Other results
CHRM4 antagonist	CHRM5 PAM	CHRM1 PAM	CRFR2-BP antag	M5 antag	M4 PAM	CHRM5 agonist	CHRM4 agonist	CRFR2-BP ag	SMILES
-4	-11	-3	4	5	-10	2	13	-0.8	Cc1[nH]c2ccccc2c1SCC(=O)N1CCCc2ccccc21
-2	5	12	-3	-1	12	3	3	-1.4	COc1cc(C(C)=O)ccc1OCC(=O)OCC(=O)c1cc(C)n(CC2CCCO2)c1C (stereo unspecified)
4	7	12	1	-2	-3	-1	1	-0.2	O=C(NC1CCN(C(=S)Nc2ccc(Cl)cc2)CC1)C1CCCCC1
-5	1	9	2	-8	4	-3	0	-2.4	O=C(c1cc(F)c(F)cc1Cl)N1CCCCC1
-6	3	10	5	-2	4	1	0	-1.7	O=C(CN1C(=O)c2ccc([N+](=O)[O-])cc2C1=O)NCCC1=CCCCC1
-7	-1	16	-5	1	9	1	1	-2.1	O=[N+]([O-])c1ccc(S(=O)(=O)Nc2cccc(-c3ccc(N4CCOCC4)nn3)c2)cc1
-7	-2	4	-21	-6	3	-4	1	-0.9	CC(C)COC(=O)c1cc(=O)[nH]c2ccccc12
1	6	10	-5	2	7	6	3	-0.7	CCNC(=O)COC(=O)/C=C/c1cccc(F)c1
0	-14	2	-1	1	0	-4	1	-0.2	O=C(CCNc1ccccc1)c1ccc2c(c1)OCO2
-6	-2	7	-2	-3	5	0	1	-0.5	Cc1ccc(C(=O)O)cc1S(=O)(=O)Nc1ccccc1C(=O)NC1CC1
9	0	6	2	16	1	2	0	-2.0	Cc1nnc(NC(=O)c2ccc(F)c(S(=O)(=O)N3CCOCC3)c2)s1
-7	-3	1	8	4	-1	-1	1	-1.4	CCOC(=O)CN1C(=O)C(O)=C(C(C)=O)C1c1ccc(F)cc1 (stereo unspecified)
-3	-6	12	1	1	2	3	0	-0.8	COc1ccc(C(=O)N2CCN(c3ccc(N4CCOCC4)nn3)CC2)cc1OC
4	-5	3	8	4	0	-3	2	0.7	COCc1ccc(C(=O)N2CCCC(C(=O)c3cccc(C(F)(F)F)c3)C2)o1 (stereo unspecified)
-15	-12	-10	7	21	-5	0	11	-0.3	CN(C(=O)CCc1nnc(-c2ccc(-c3ccccc3)cc2)o1)C1CCOCC1
